Source: PubChem BioAssay (several laboratories)
proKLK7 act: activates the human kallikrein-7 zymogen; P49862; purified proKLK7, EDANS-DABCYL substrate fluorescence; 100% is mature enzyme control, 0% vehicle; activation, % at 7 µM; 0.9% of 370,000 active; AID 652039;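 active = activation above the mean of all tested compounds plus 3 SD, computed per campaign excluding outliers beyond control limits, cut at about 13% in these data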
Target sequence (P49862 whole entry, looked up): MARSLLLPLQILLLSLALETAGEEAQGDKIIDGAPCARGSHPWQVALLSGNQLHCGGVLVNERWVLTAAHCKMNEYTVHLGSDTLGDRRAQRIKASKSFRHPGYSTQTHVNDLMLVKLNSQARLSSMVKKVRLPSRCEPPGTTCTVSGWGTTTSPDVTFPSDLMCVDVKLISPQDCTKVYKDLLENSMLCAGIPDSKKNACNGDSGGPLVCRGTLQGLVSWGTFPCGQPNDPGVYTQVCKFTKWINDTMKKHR
hgDAF12 agonist: activates the H. glycines DAF-12 receptor ligand-binding domain | HEK293 GAL4-hgDAF12 UAS-luciferase reporter, agonist luminescence; normalized to butyrate control | activation, % at 6.8 µM | 1.8% of 370,000 active | AID 687014;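 active = activation above a cutoff set at the mean of all screened compounds plus 3 SD, cut at about 10% in these data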;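 also: 0% = DMSO wells and 100% = sodium butyrate wells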
DAX1 inh-1: inhibitors of human orphan nuclear receptor DAX1 (NR0B1). P51843. HEK293 Gal4-DAX1 luciferase reporter, luminescence. inhibition, % at 6.75 µM. 0.99% of 340,000 active. AID 504766;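 active = inhibition above the mean over all tested compounds plus 3 SD, cut at about 4.2% in these data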;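 also: 0% = DAX1-transfected cells with DMSO and 100% = empty-vector control cells with DMSO; inhibition shows as a rise in luminescence from relieved DAX1 repression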
Target sequence (P51843 207-470 limits assumed): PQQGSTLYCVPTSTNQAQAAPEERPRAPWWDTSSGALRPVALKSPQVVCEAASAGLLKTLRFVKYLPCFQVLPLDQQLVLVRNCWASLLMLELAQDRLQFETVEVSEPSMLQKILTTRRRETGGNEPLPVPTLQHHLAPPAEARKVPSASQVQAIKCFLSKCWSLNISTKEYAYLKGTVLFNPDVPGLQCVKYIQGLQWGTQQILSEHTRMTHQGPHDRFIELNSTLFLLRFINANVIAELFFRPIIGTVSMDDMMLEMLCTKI
hcDAF-12 act: activates DAF-12 receptor from parasite H. contortus | 1.4% of 370,000 active | activation, % at 6.8 µM | AID 652067 | HEK293 hcDAF-12 lit1-tk-luc reporter, luminescence; 0% DMSO, 100% Δ7-dafachronic acid;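 active = activation above the mean of all tested compounds plus 3 SD, cut at about 5.5% in these data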;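 also: 100% = response to 3 µM Δ7-dafachronic acid high control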
HGIII-sPLA2 inh: Inhibits HGIII-sPLA2 liposome hydrolysis, primary screen; 0.56% of 370,000 active; inhibition, % at 12.2 µM; QFRET BODIPY PC-A2 liposome hydrolysis, fluorescence; AID 743126; Q9NZ20;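 active = inhibition above mean plus 3 SD of compounds lying within the high and low control bounds, cut at about 19% in these data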;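 also: 0% = median of test compound wells and 100% = no enzyme DMSO wells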
ssDAF12 agonist: activates DAF-12 receptor from parasite S. stercoralis; activation, % at 6.8 µM; 1% of 370,000 active; HEK293 ssDAF-12/GRIP1 lit1-tk-luc reporter, luminescence; % of 3 µM dafachronic acid response;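 active = activation above the mean over all tested compounds plus 3 SD, cut at about 0.9% in these data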;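 also: 0% = DMSO-only wells and 100% = 3 µM delta7-dafachronic acid wells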
GC-B act: GC-B (human) receptor activation; HEK293-GC-B cells, CNP EC30, cGMP TR-FRET; 0% at EC30 CNP, 100% saturating CNP; activation, % at 10 µM; P20594; AID 1920062; 0.11% of 370,000 active;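 active = activation at 10 µM reaching about 35% in either raw or pattern-adjusted values, limit read from the data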
SMARCA2 activ: SMARCA2 function activation, primary screen; MG213 cells, MMTV-luciferase reporter, dexamethasone, overnight; activation, % at 9.1 µM; 1% of 370,000 active; AID 652017; in the data active = activation above about 7.8%;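 also: 0% = vehicle wells and 100% = reference activator wells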
GC-A act: GC-A (human) enzyme activation. HEK293 GC-A cells, cGMP TR-FRET, EC30 ANP; 0% at EC30 ANP, 100% saturating ANP. activation, % at 10 µM. 0.14% of 370,000 active; in the data active = activation above about 40%
FXN GAA850 act: increases GAA850 frataxin promoter reporter activity | 0.56% of 360,000 active | activation, % at 6 µM | HEK293 lucGAA850 FXN promoter luciferase reporter, 24 h; percent of 10 µM SAHA response;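 active = activation above the average of all compounds screened plus 3 SD, cutoff fixed separately per campaign, cut at about 7.5% in these data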;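 also: 0% = DMSO wells and 100% = 10 µM SAHA wells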
DAX1 inh-2: DAX1 (NR0B1) inhibition, primary screen. inhibition, % at 6.8 µM. HEK293T StAR-luciferase reporter, SF-1/DAX-1 repression relief. AID 652010. 1.1% of 370,000 active;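 active = inhibition above the mean over all tested compounds plus 3 SD, cut at about 3.6% in these data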;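 also: 0% = DAX-1 cells with DMSO and 100% = cells lacking DAX-1 with DMSO; higher inhibition means more luminescence from relief of DAX-1 repression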
* = called active by the depositor; x = no result given.

No.	molecule	proKLK7 act	hgDAF12 agonist	DAX1 inh-1	hcDAF-12 act	HGIII-sPLA2 inh	ssDAF12 agonist	GC-B act	SMARCA2 activ	GC-A act	FXN GAA850 act	DAX1 inh-2
1	O=C(NNS(=O)(=O)c1ccc(F)cc1)c1ccc2c(c1)OCO2	0.0	3.0	-0.1	-0.5	3	-0.9	6	-1	3	-2.2	0.2
2	C=CCSc1nnc(-c2nnc(SCC=C)n2CC)n1CC	-0.2	0.9	0.5	-1.7	2	-1.4	1	-2	0	-3.0	-0.5
3	CCCn1c(NCc2ccc3c(c2)OCO3)nc2ccccc21	0.1	1.9	1.5	-2.0	4	-1.8	15	2	6	0.3	1.2
4	O=C(CNc1ccc(C(F)(F)F)cc1)Nc1cccc(S(=O)(=O)N2CCCC2)c1	0.4	-0.2	-0.2	-1.7	-10	-1.0	-3	5	-1	0.0	-0.6
5	CC(C)n1c(SCC(=O)Nc2nc3ccccc3s2)nc2c1c(=O)n(C)c(=O)n2C	0.1	0.1	-0.6	1.6	-1	-0.9	-5	-4	6	1.3	-0.2
6	CC(=O)c1ccc(NC(=O)CSCCO)cc1	-0.6	2.2	1.6	-0.4	1	-1.2	2	0	1	0.5	0.2
7	Cc1cccc(-c2noc(CCCC(=O)NCC3CCCO3)n2)c1 (stereo unspecified)	0.3	0.2	-1.0	-1.6	2	-0.2	0	-3	-2	-0.8	-0.1
8	COC(=O)C1CCN(C(=O)c2ccc(NC(C)=O)cc2)CC1	0.1	-0.8	2.5	-1.6	0	-2.1	-5	4	4	1.8	0.1
9	COC(=O)C(C(=O)OC)C1OC23CN(S(=O)(=O)c4ccc(C)cc4)C=CC2(C)C3c2ccccc21 (stereo unspecified)	0.1	4.4	x	-3.7	-16	-0.9	-13	-4	-10	x	-1.6
10	COc1ccc(CNC(=O)CCCN2C(=O)NC3(CCCC3)C2=O)cc1	-0.2	-0.1	-0.2	-0.6	-2	-1.4	1	-2	1	0.7	0.7
11	C/C(=N\Nc1nccnc1Cl)c1ccc(F)cc1	0.8	20*	2.1	4.3	-3	1.5*	1	8.9*	0	3.8	9.6*
12	N#Cc1ccc(C23CC4CC(CC(C4)C2)C3)[nH]c1=O	-0.8	-2.1	0.1	-1.6	-1	-0.9	-11	3	-3	1.2	-0.4
13	CC(=O)c1cccc(NC(=O)C2CCCN(S(C)(=O)=O)C2)c1 (stereo unspecified)	-0.2	-0.3	0.4	0.4	5	-1.6	0	8	7	2.4	0.0
14	O=C(N/N=C/c1ccccn1)c1cc([N+](=O)[O-])cc([N+](=O)[O-])c1	-0.4	-4.5	-1.8	-1.6	6	-1.5	7	2	6	14*	-0.6
15	CCN(CC(=O)Nc1c(F)cccc1F)C(=O)c1cccc(S(=O)(=O)N2CCCCCC2)c1	0.9	-2.1	-0.9	-0.9	1	-1.5	-4	-3	-1	-0.6	-2.3
16	COc1cc(NC(=O)COC(=O)CSc2ccc3ccccc3c2)c(C)cc1[N+](=O)[O-]	0.7	-1.5	-0.8	2.9	-27	-0.6	8	0	1	0.8	0.4
17	Cc1ccccc1NC(=O)Nc1nc(CN)cs1	0.3	0.7	x	0.2	14	-1.6	1	-2	-1	0.3	-0.8
18	CCc1c(C)sc(NC(=O)OC)c1C(=O)N1CCOCC1	0.0	-0.2	1.1	0.0	0	-1.6	3	0	0	-0.8	-0.5
19	COc1ccc(/C=C2\SC(=NCc3ccccc3)NC2=O)cc1	-0.3	-1.8	-1.1	-0.2	7	-0.6	-2	0	5	-1.6	-0.9
20	Cc1c(/C=N\NC(=O)c2csc3ccccc23)cnn1C	0.1	4.6	1.5	-0.7	7	-1.4	-1	-1	1	-0.7	-0.6
21	Cc1ccc(NC(=O)COC(=O)/C=C/c2ccccc2)cc1S(=O)(=O)N1CCOCC1	-0.1	-0.8	2.3	1.3	-1	-1.0	9	3	0	1.1	-1.0
22	O=C(CNC(=O)c1cccc(Br)c1)N/N=C/c1cc(Br)cc(Br)c1O	0.1	4.3	-0.4	-0.7	-4	-1.6	-7	-1	-2	1.3	-0.1
23	COc1cccc(N2CCN(C(=O)c3ccc(CS(=O)Cc4ccc(Cl)cc4)o3)CC2)c1 (stereo unspecified)	1.3	-1.9	-0.8	-2.5	-6	-1.8	-3	0	-2	-0.1	-1.4
24	CCOc1ccc(/C=N/OCC(=O)Nc2cc(S(=O)(=O)N3CCOCC3)ccc2OC)cc1	0.1	-1.4	3.5	0.8	-2	-1.3	-8	2	0	1.2	0.8
25	Cc1ccc(NC(=O)NCC(c2cccnc2)N2CCOCC2)cc1 (stereo unspecified)	0.3	-0.1	-0.2	-0.4	2	-1.1	-7	-5	3	0.1	0.8
26	COc1ccc(N(C(=O)Cn2nnc(-c3ccc(Cl)cc3)n2)C(C(=O)NCC2CCCO2)c2ccc(C)cc2)cc1 (stereo unspecified)	-0.2	-1.3	-0.5	-1.6	-2	-0.8	-5	-2	-4	-2.6	0.0
27	C[C@@H]1CCCCO[C@H](CN(C)Cc2ccccc2)[C@@H](C)CN([C@H](C)CO)C(=O)c2cc(NS(=O)(=O)c3ccc(Cl)cc3)ccc2O1	0.8	-1.7	-0.9	0.9	-33	-1.3	-3	-2	-3	-2.4	1.7
28	COC(=O)c1cccc(CN2C(=O)C(C)Oc3ccc(C)cc32)c1 (stereo unspecified)	0.2	-2.5	x	-2.5	11	-1.9	-10	-3	-20	-0.4	0.3
29	Cc1ccc(-c2csc3ncn(CC#N)c(=O)c23)cc1	0.3	-2.4	-0.1	-3.1	-5	-1.7	0	-2	2	2.1	0.3
30	O=C(CCCc1c[nH]c2ccccc12)NCc1ccc2c(c1)OCO2	-0.1	3.4	-1.1	0.1	-15	-1.5	-2	-2	0	-1.1	-0.6
31	O=C(NCc1ccco1)c1cc2ccc(O)cc2oc1=O	49*	9.3	-0.5	-0.1	-3	0.4	5	5	4	1.8	1.4
32	COc1ccc(NS(=O)(=O)c2cc(NC(=O)CC(=O)c3ccc([N+](=O)[O-])cc3)ccc2C)cc1	0.4	-1.9	-0.2	2.2	13	-1.5	2	-3	-9	-1.4	0.0
33	CSCc1ccc(C(=O)N2CCCC(Nc3ccc4c(c3)OCCO4)C2)o1 (stereo unspecified)	-0.2	2.2	-0.4	1.4	3	-1.0	6	4	2	-0.3	-0.4
34	CN(c1ccc(OCC(=O)N2CCCCC2)cc1)S(=O)(=O)c1cccs1	0.3	-1.7	0.2	-2.5	0	-1.2	3	0	0	-4.1	-0.2
35	O=C(NCC1CCCO1)c1nn2c(C(F)(F)F)cc(-c3cc(Br)cs3)nc2c1Br (stereo unspecified)	-0.5	-1.2	0.6	-2.1	3	-0.5	6	-3	6	1.7	-0.3
36	CCOC(=O)c1ccc(N2C(=O)CC(N(C)CCc3ccc(OC)c(OC)c3)C2=O)cc1 (stereo unspecified)	0.1	0.6	-0.8	0.3	-1	-1.3	-9	0	-4	-0.3	-0.2
37	O=C(c1ccc(F)cc1)C1CCN(Cc2ccc(F)cc2)CC1	-0.6	-0.1	0.6	-0.9	-1	-1.4	-1	0	1	0.4	-0.5
38	Cc1ccc(SC(C)C(=O)NCCC2=CCCCC2)cc1 (stereo unspecified)	-0.3	1.4	-0.7	-1.2	-3	-0.9	9	-1	-1	-0.3	-0.3
39	CCOc1ccc(-c2cc(C(=O)Nc3cccc(C(F)(F)F)c3)[nH]n2)c(C)c1	-0.3	0.2	x	-0.7	7	-1.9	1	-2	3	1.5	-0.2
40	Cc1ccc(C(=O)N/C(=C\c2sccc2C)C(=O)NCCCN2CCOCC2)cc1	-0.2	-0.6	1.4	-0.6	-4	-0.1	3	-1	0	2.6	-0.3

Next section, overlapping the part above by 3 compounds.
No.	molecule	proKLK7 act	hgDAF12 agonist	DAX1 inh-1	hcDAF-12 act	HGIII-sPLA2 inh	ssDAF12 agonist	GC-B act	SMARCA2 activ	GC-A act	FXN GAA850 act	DAX1 inh-2
38	Cc1ccc(SC(C)C(=O)NCCC2=CCCCC2)cc1 (stereo unspecified)	-0.3	1.4	-0.7	-1.2	-3	-0.9	9	-1	-1	-0.3	-0.3
39	CCOc1ccc(-c2cc(C(=O)Nc3cccc(C(F)(F)F)c3)[nH]n2)c(C)c1	-0.3	0.2	x	-0.7	7	-1.9	1	-2	3	1.5	-0.2
40	Cc1ccc(C(=O)N/C(=C\c2sccc2C)C(=O)NCCCN2CCOCC2)cc1	-0.2	-0.6	1.4	-0.6	-4	-0.1	3	-1	0	2.6	-0.3
41	Cc1cc(-c2nnc(SCC(=O)Nc3ccccc3C(F)(F)F)n2N)n[nH]1	-0.2	0.4	-1.0	-2.4	3	-1.3	3	2	6	1.3	-1.5
42	Cc1ccc(NS(=O)(=O)c2ccc(-c3ccc(=O)[nH]n3)o2)cc1	-0.4	1.1	0.7	-0.6	0	-1.2	-4	0	0	0.9	0.8
43	COCCNC(=S)N1CCN(Cc2cccc(OC)c2)CC1	-0.1	-0.8	1.5	-1.4	5	-1.5	2	-1	4	1.0	-0.3
44	O=C(NNC(=O)c1ccccc1[N+](=O)[O-])c1ccc(NC(=O)c2ccccc2)cc1	0.2	-2.1	-0.3	-1.4	-5	-0.8	-2	-1	3	0.8	-0.1
45	Cc1ccc(S(=O)(=O)N/N=C/c2cccn2-c2ccc(Cl)cc2)cc1	0.1	-0.3	-0.2	-1.0	-3	-1.3	-4	2	-5	-0.2	-0.2
46	COC(=O)c1cc(C(=O)OCC(=O)c2ccc[nH]2)cc([N+](=O)[O-])c1	-0.2	0.5	-0.3	-0.7	5	-1.2	2	-2	-1	3.2	-0.6
